Bioassay records (PubChem BioAssay)
PhoP GFP inhibition: PhoP regulon inhibitors, Salmonella typhi PhoP promoter GFP reporter, confirmatory (AID 1850) | Salmonella Typhi PhoP-promoter GFP reporter, fluorescence, 4 h; higher % means a stronger effect | one-dose inhibition, % at 50 µM; IC50 in µM for titrated hits | actives 0.33% (n = 310,000); in the data active = a potency from the dose series; inconclusive = inhibition mostly from about 25% at the one dose, without a potency; inactive = the rest, 99 in 100 with inhibition below about 19%;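 note: 0% = induced wells with vehicle and 100% = uninduced wells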
inhibitors of VEEV: inhibitors of VEEV TC-83 cytopathic effect, confirmation, Vero cells (AID 588727) | actives 0.13% (n = 350,000) | one-dose inhibition, % at 20 µM; IC50 in µM for titrated hits | Vero cells, VEEV TC-83 cytopathic effect inhibition; higher % means a stronger effect; in the data active = a potency from the dose series; inconclusive = inhibition mostly from about 14% at the one dose, without a potency; inactive = the rest, 99 in 100 with inhibition below about 12%; note: strong numbers were not always called active
H1N1 NS1A inhibition: H1N1 influenza NS1A inhibitors, functional cell based assay (AID 504329); actives 0.3% (n = 340,000); inhibition, % at 12.5 µM, or IC50 in µM where a hit was titrated; NS1A functional cell-based assay, percent inhibition; higher % means a stronger effect; in the data active = a potency from the dose series; inconclusive = inhibition above about 27% without an active follow-up result; note: strong numbers were not always called active
M. tuberculosis HTS: M. tuberculosis growth inhibition, HTS (AID 449762). M. tuberculosis H37Rv growth inhibition, 7H9 media; higher % means a stronger effect. inhibition, % at 25 µM, or IC50 in µM where a hit was titrated. actives 0.59% (n = 330,000); in the data active = a potency from the dose series; inconclusive = inhibition above about 70% without an active follow-up result;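 note: bacterial growth assessed after seven days of incubation; strong numbers were not always called active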
M. tuberculosis: growth inhibition of non-replicating M. tuberculosis (AID 488890); Mycobacterium tuberculosis non-replicating, growth inhibition; higher % means a stronger effect; one-dose inhibition, % at 25 µM; IC50 in µM for titrated hits; actives 0.39% (n = 320,000); in the data active = a potency from the dose series; inconclusive = inhibition mostly from about 82% at the one dose, without a potency; inactive = the rest, 99 in 100 with inhibition below about 76%;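 note: plate controls were DMSO cells for no effect and high antibiotic wells for full effect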
inhibitors of VEEV 10K pilot screen: further read-out of inhibitors of VEEV, marked with its call; inhibition, %; measured here: 10K pilot screen inhibition
Numbers without * were called inactive; i = inactive; ? = inconclusive; / = not tested or not shown.

SMILES	PhoP GFP inhibition	inhibitors of VEEV	H1N1 NS1A inhibition	M. tuberculosis HTS	M. tuberculosis	others
O=C(NC1CCCCC1)[C@H](CSCc1ccccc1)N1Cc2ccccc2C1=O	-9.6%	7.6%	1.0%	-8.0%	15.3%
CC(C)(C)c1nnc(NC(=O)CS(=O)(=O)Cc2ccccc2)s1	-10.1%	1.3%	-5.3%	6.0%	10.0%
CC(C)OC(=O)CN1CCN(C2c3ccccc3-c3ccccc32)CC1	3.5%	5.4%	6.0%	13.0%	21.8%
C/C(=N\NC(=O)c1cccs1)C(C)(C)C	-1.7%	0.4%	-0.4%	-3.2%	59.7%
O=C1CCCN1C(=O)CSc1nnnn1-c1ccccc1	/	1.5%	-13.7%	-9.7%	13.6%
CCOc1ccccc1C(=O)OCC(=O)NCCNC(=O)COC(=O)c1ccccc1OCC	-9.0%	0.6%	-4.6%	3.6%	-3.0%
O=C(NCC1CCCO1)Nc1ccc2c(c1)OCO2 (stereo not given)	-8.9%	0.1%	-1.9%	10.2%	12.5%
Cc1ccc(S(=O)(=O)N/N=C/c2ccccc2O)cc1[N+](=O)[O-]	4.4%	1.2%	-7.6%	0.2%	5.1%
Cc1ccc(NC(=O)CC2CS(=O)(=O)CC2CC(=O)Nc2ccc(C)c(C)c2)cc1C (stereo not given)	2.5%	0.7%	0.7%	0.9%	-10.2%
O=C1S/C(=C\c2ccc(N3CCOCC3)o2)C(=O)N1Cc1c(F)cccc1Cl	-7.3%	1.2%	5.0%	-4.5%	15.2%
CC1(C)C2C/C(=N\O)C(C)(/[N+]([O-])=C/c3cccc([N+](=O)[O-])c3)CC21 (stereo not given)	-1.8%	2.1%	-1.4%	-0.5%	4.6%
CN(CC(=O)Nc1ccc(F)c(F)c1F)C1CCCCC1	-8.2%	i	1.1%	-16.6%	70.3%
Cn1ccnc1C(=O)c1ccc(N)cc1	7.0%	0.2%	-2.0%	0.1%	-7.0%
CNC(=O)/C=C1\NC(C)(C)Cc2c1ccc1ccccc21	-1.1%	4.2%	0.1%	36.2%	18.7%
Cc1ccn(C(C)CC(=O)N2CCc3ccccc32)n1 (stereo not given)	-0.2%	1.5%	-4.2%	6.2%	-10.8%
Oc1ccc(Cc2ncc(C(F)(F)F)cc2Cl)cc1	4.1%	0.1%	-13.5%	18.1%	5.4%
CC1CC2=C(C(=O)O1)C(c1ccc(Cl)cc1)Nc1ccccc1N2 (stereo not given)	-12.5%	1.6%	5.2%	1.4%	-29.5%
Cc1ccc(OCc2n[nH]c(=S)n2-c2ccc(Br)cc2)cc1	0.7%	0.9%	2.3%	4.9%	-18.6%
C=CCn1c(C2CCCCC2)n[nH]c1=S	21.9%	i	-2.1%	3.4%	5.9%
Cc1nn(-c2ccccc2)c(C)c1-c1ccccc1O	-1.8%	1.6%	-2.3%	9.7%	31.2%
O=C(Cc1ccc(-n2c(=O)c3ccccc3n(CC(=O)Nc3ccc(F)cc3F)c2=O)cc1)NCc1ccco1	3.4%	0.2%	-12.2%	1.2%	-5.8%
COc1ccc(N2CCN(c3ccc([N+](=O)[O-])cc3Cl)CC2)cc1	-5.9%	i	-2.0%	2.8%	8.7%
CCOC(=O)C1CCN(C(=O)c2ccccc2N(C)S(C)(=O)=O)CC1	-10.3%	1.3%	4.8%	-1.2%	10.0%
O=S(=O)(NCc1ccccc1)c1ccc(S(=O)(=O)N2CCCCC2)cc1	2.1%	i	-9.7%	-4.2%	-4.4%	inhibitors of VEEV 10K pilot screen=0.2
Cc1ccc(S(=O)(=O)N(CC(=O)NCc2ccncc2)Cc2ccccc2F)cc1	16.2%	0.4%	4.8%	-0.2%	12.1%
O=C(COc1ccc2c3c(c(=O)oc2c1)CCC3)c1ccc2c(c1)OCO2	-1.1%	i	10.4%	2.5%	0.4%
CCN(Cc1ccc(N(C)C)cc1)C(C)C(=O)Nc1ccc(S(=O)(=O)N2CCCC2)cc1 (stereo not given)	/	8.4%	13.1%	-12.0%	26.8%
CC(=O)Nc1cccc(NS(=O)(=O)c2c(C)noc2C)c1	/	i	-14.0%	-4.7%	-2.0%
O=C(CCOc1ccccc1)Nc1cccc([N+](=O)[O-])c1	-6.1%	i	14.3%	4.0%	73.4%
COc1ccc(NS(=O)(=O)c2cc(C)ccc2NC(=O)c2cc(C)oc2C)cc1	-2.6%	8.3%	8.1%	11.6%	-8.0%
C/C=C(\C)c1nnc(NC(=O)C(C)C)s1	5.0%	3.1%	3.9%	-8.5%	4.0%
O=C(O)CCC(=O)N1CCc2cc(S(=O)(=O)N3CCN(c4ccc(F)cc4)CC3)ccc21	7.8%	0.3%	-6.0%	-1.8%	-1.8%	inhibitors of VEEV 10K pilot screen=0.5
Cc1ccc(N(CC(=O)Nc2ccc(F)cc2)S(=O)(=O)N2CCCC2)cc1	1.2%	1.4%	3.0%	-7.3%	-16.9%
O=C(CN1C(=O)c2ccccc2C1=O)Nc1cccc(S(=O)(=O)Nc2ccccc2Cl)c1	-2.8%	i	-6.9%	8.2%	33.7%
CCOC(=O)c1cc(C(=O)OCC)c2cc(Br)ccc2n1	0.9%	4.5%	1.8%	13.0%	?
Cc1ccc(C(=O)Nc2nnc(Cc3ccccc3)s2)cc1	-1.6%	0.6%	-0.6%	-0.5%	-4.7%
CC(C)Nc1ncnc2c1cnn2Cc1ccc(Cl)cc1	1.2%	10.1%	-10.4%	4.0%	7.3%
CCc1ccc(NC2=NC(C(=O)NC3CCCCC3)CC(=O)N2)cc1 (stereo not given)	-7.0%	i	-4.0%	-7.7%	-5.9%
COC(=O)c1nnn(-c2ccc(Cl)c(Cl)c2)c1C(=O)OC	6.7%	i	7.3%	6.3%	?
CCN(Cc1ccccc1)C(=O)CN1C(=O)c2ccccc2C1=O	-5.6%	?	7.3%	5.3%	-9.3%
Cc1cc2ccccc2c(=O)n1CC(=O)NCC(=O)N1CCN(c2cccc(Cl)c2)CC1	-1.2%	i	0.4%	6.2%	6.2%
COC(=O)C1CCN(C(=O)COC(=O)Cn2cnnn2)CC1	1.1%	/	/	4.8%	12.8%
COc1ccc(S(=O)(=O)Cc2ccc(C(=O)NCc3ccccc3OC)o2)cc1	0.3%	1.2%	4.6%	2.1%	15.1%
CC1CCCN(CC(=O)Nc2ccc(S(=O)(=O)N3CCCCC3)cc2)C1 (stereo not given)	11.5%	i	-2.8%	-2.3%	5.4%
CC1(NC(=O)c2cc(S(=O)(=O)N3CCCCC3)ccc2Cl)CCS(=O)(=O)C1 (stereo not given)	0.7%	2.2%	-9.8%	-2.8%	7.6%	inhibitors of VEEV 10K pilot screen=1.3
COc1ccc(S(=O)(=O)Cc2ccc(C(=O)N3CCN(c4cccc(C)c4C)CC3)o2)cc1	-1.8%	1.2%	0.8%	-8.0%	11.6%
c1ccc2cc3c(NCCN4CCOCC4)ccnc3cc2c1	77.1µM*	i	-5.3%	/	/
COc1ccc(CNC(=O)C(C)Sc2ccc(C)cc2)cc1 (stereo not given)	1.3%	0.3%	-1.8%	1.1%	-1.8%

A draw from above in order of molecular weight, rising.
SMILES	PhoP GFP inhibition	inhibitors of VEEV	H1N1 NS1A inhibition	M. tuberculosis HTS	M. tuberculosis	others
C/C(=N\NC(=O)c1cccs1)C(C)(C)C	-1.7%	0.4%	-0.4%	-3.2%	59.7%
CNC(=O)/C=C1\NC(C)(C)Cc2c1ccc1ccccc21	-1.1%	4.2%	0.1%	36.2%	18.7%
COC(=O)C1CCN(C(=O)COC(=O)Cn2cnnn2)CC1	1.1%	/	/	4.8%	12.8%
COc1ccc(CNC(=O)C(C)Sc2ccc(C)cc2)cc1 (stereo not given)	1.3%	0.3%	-1.8%	1.1%	-1.8%
COC(=O)c1nnn(-c2ccc(Cl)c(Cl)c2)c1C(=O)OC	6.7%	i	7.3%	6.3%	?
CC1(C)C2C/C(=N\O)C(C)(/[N+]([O-])=C/c3cccc([N+](=O)[O-])c3)CC21 (stereo not given)	-1.8%	2.1%	-1.4%	-0.5%	4.6%
Cc1ccc(S(=O)(=O)N/N=C/c2ccccc2O)cc1[N+](=O)[O-]	4.4%	1.2%	-7.6%	0.2%	5.1%
CCc1ccc(NC2=NC(C(=O)NC3CCCCC3)CC(=O)N2)cc1 (stereo not given)	-7.0%	i	-4.0%	-7.7%	-5.9%
CC(C)OC(=O)CN1CCN(C2c3ccccc3-c3ccccc32)CC1	3.5%	5.4%	6.0%	13.0%	21.8%
CCOC(=O)c1cc(C(=O)OCC)c2cc(Br)ccc2n1	0.9%	4.5%	1.8%	13.0%	?
Cc1ccc(OCc2n[nH]c(=S)n2-c2ccc(Br)cc2)cc1	0.7%	0.9%	2.3%	4.9%	-18.6%
CC1CCCN(CC(=O)Nc2ccc(S(=O)(=O)N3CCCCC3)cc2)C1 (stereo not given)	11.5%	i	-2.8%	-2.3%	5.4%
O=S(=O)(NCc1ccccc1)c1ccc(S(=O)(=O)N2CCCCC2)cc1	2.1%	i	-9.7%	-4.2%	-4.4%	inhibitors of VEEV 10K pilot screen=0.2
O=C(NC1CCCCC1)[C@H](CSCc1ccccc1)N1Cc2ccccc2C1=O	-9.6%	7.6%	1.0%	-8.0%	15.3%
COc1ccc(S(=O)(=O)Cc2ccc(C(=O)NCc3ccccc3OC)o2)cc1	0.3%	1.2%	4.6%	2.1%	15.1%
O=C1S/C(=C\c2ccc(N3CCOCC3)o2)C(=O)N1Cc1c(F)cccc1Cl	-7.3%	1.2%	5.0%	-4.5%	15.2%
Cc1ccc(NC(=O)CC2CS(=O)(=O)CC2CC(=O)Nc2ccc(C)c(C)c2)cc1C (stereo not given)	2.5%	0.7%	0.7%	0.9%	-10.2%
O=C(CN1C(=O)c2ccccc2C1=O)Nc1cccc(S(=O)(=O)Nc2ccccc2Cl)c1	-2.8%	i	-6.9%	8.2%	33.7%
CCOc1ccccc1C(=O)OCC(=O)NCCNC(=O)COC(=O)c1ccccc1OCC	-9.0%	0.6%	-4.6%	3.6%	-3.0%

Next structures.
SMILES	PhoP GFP inhibition	inhibitors of VEEV	H1N1 NS1A inhibition	M. tuberculosis HTS	M. tuberculosis	others
Cc1noc(C)c1CSCC(=O)N(C)CC(=O)Nc1ccc(F)c(F)c1F	11.7%	0.6%	-9.0%	6.0%	-8.5%
Cc1cc(C)n(C(=O)COc2ccc([N+](=O)[O-])cc2)n1	-4.6%	i	-7.2%	6.2%	-16.9%
Cc1cccc(OC(C)C(=O)N2CCN(Cc3ccc4c(c3)OCO4)CC2)c1 (stereo not given)	-2.9%	i	6.0%	-8.5%	-2.4%
CN(C)/C=N/c1ncc(C(=O)c2ccc(-c3ccccc3)cc2)s1	5.6%	11.8%	-0.9%	-4.6%	18.9%
CCOc1cc(C(=O)Nc2c3c(nn2C(C)(C)C)CS(=O)C3)cc(OCC)c1OCC (stereo not given)	9.0%	1.6%	2.6%	-4.8%	-6.3%
CCOC(=O)/C(=C/c1ccccc1)NC(=O)c1ccco1	-7.4%	0.4%	-3.9%	4.5%	3.1%
COc1cc(C2NC(=O)NC(C)=C2C(=O)OCc2ccccc2)ccc1O (stereo not given)	4.2%	i	-0.9%	-1.1%	10.7%
CCOC(=O)c1ccc[n+](CC(=O)Nc2cc(C(F)(F)F)ccc2Cl)c1	2.9%	0.6%	-6.7%	-2.3%	-0.6%
COCCn1c(COc2ccccc2)nnc1SCC(N)=O	/	5.2%	-7.8%	/	/
N#C/C(=C/c1ccc(-c2ccccc2)o1)c1nc(-c2cccs2)cs1	-21.5%	0.6%	1.9%	-0.4%	2.9%
COc1cc2c(c(OC)c1)C(c1ccncc1)CC(=O)N2 (stereo not given)	-8.7%	3.2%	4.8%	4.3%	/
CC(C)(C)OC(=O)NCCc1nnc(S(=O)(=O)Cc2ccc(Cl)cc2Cl)o1	6.6%	i	-0.5%	-1.8%	4.85µM*
N#Cc1c(-c2ccccc2)nc(-c2ccncc2)[nH]c1=O	-6.9%	0.2%	2.6%	-6.7%	34.0%
COc1cccc(C(=O)Nc2c(F)c(F)c(F)c(F)c2F)c1	4.9%	i	-2.8%	-10.4%	15.4%
CC(=O)C1=C(C)OC(N)=C(C(=O)OC(C)C)C12C(=O)Nc1ccccc12 (stereo not given)	7.7%	i	-7.8%	-5.0%	-15.8%
